Akt phos inh: HTS Assay for Inhibitors of Akt Phophorylation: Primary Screen | Neuro2A IGF-stimulated pAkt S473 HTRF, 20 min; stronger effect = lower value | activity change, % for hits at 50 µM | 360,000 compounds, 0.32% hits | AID 651550, 2012; in the data active = activity change below about -80%; inconclusive = mostly about -51% to -80%; also: % is scaled to controls: 0 for no effect and ±100 for the full control effect
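Neuro2A cells (4,500/well, DMEM with 0.5% FBS) were treated with compound at a single 50 µM final concentration, stimulated with 6 nM IGF for 20 min at 37 °C, and lysed. Phospho-Akt Ser473 was read by HTRF as 665/615 ratio ×10^4.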
TGFb SMAD3 inh: qHTS for Inhibitors of TGF-b. AID 588855, 2011. 410,000 compounds, 1.2% hits. Potency, µM (doses to about 46.1 µM), inactives show at the highest dose activity, negative = inhibition, usual class: inhibitors. HepG2 CAGA-GFP TGF-b/SMAD3 reporter, GFP fluorescence, 18 h; TGF-beta stimulated, 500 pg/mL final; also: potency is read from the fitted curve at half-maximal effect; % is scaled to controls: 0 for no effect and ±100 for the full control effect; nearly all actives have a fitted effect of over 65% in size
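Read-out: total well GFP (ex488/em500-530) summed from mean per-cell fluorescence. Cells: HEPG2 CAGA-GFP, 1% FBS DMEM, 18 h at 37 degrees C with 500 pg/mL final TGF-beta. Unstimulated wells served as the full-inhibition control; stimulated DMSO wells = 0%.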
CCT modulator: High-Throughput Screening for Modulators of Cytosolic Chaperonin Activity; purified chaperonin ATPase assay, HTRF ADP detection, 30 min; activity change, % (no concentration beside the values), hits read low; 360,000 compounds, 0.3% hits; AID 651819, 2012; in the data active = activity change below about -30%; also: % is scaled to controls: 0 for no effect and ±100 for the full control effect
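Nucleotide hydrolysis assay: TRiC at 20–40 nM final (set by batch activity) with 10 uM ATP, 30 min at 37 °C, in presence of 76 uM compound. Detection by competitive ADP HTRF, 30 min ambient.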
EPAC2 antag: qHTS for Antagonist of cAMP-regulated guanine nucleotide exchange factor 2 (EPAC2): primary screen; Potency, µM (series often up to 114 µM), without a hit: at the highest dose activity, negative = inhibition, usual class: inhibitors; 360,000 compounds, 0.18% hits; EPAC2 GEF exchange of Rap1B-BODIPY-GDP, fluorescence; also: potency is read from the fitted curve at half-maximal effect; % is scaled to controls: 0 for no effect and ±100 for the full control effect; nearly all actives have a fitted effect of over 45% in size; many of its hits are not listed in these tables
Target sequence (Q8WZA2 whole entry, looked up): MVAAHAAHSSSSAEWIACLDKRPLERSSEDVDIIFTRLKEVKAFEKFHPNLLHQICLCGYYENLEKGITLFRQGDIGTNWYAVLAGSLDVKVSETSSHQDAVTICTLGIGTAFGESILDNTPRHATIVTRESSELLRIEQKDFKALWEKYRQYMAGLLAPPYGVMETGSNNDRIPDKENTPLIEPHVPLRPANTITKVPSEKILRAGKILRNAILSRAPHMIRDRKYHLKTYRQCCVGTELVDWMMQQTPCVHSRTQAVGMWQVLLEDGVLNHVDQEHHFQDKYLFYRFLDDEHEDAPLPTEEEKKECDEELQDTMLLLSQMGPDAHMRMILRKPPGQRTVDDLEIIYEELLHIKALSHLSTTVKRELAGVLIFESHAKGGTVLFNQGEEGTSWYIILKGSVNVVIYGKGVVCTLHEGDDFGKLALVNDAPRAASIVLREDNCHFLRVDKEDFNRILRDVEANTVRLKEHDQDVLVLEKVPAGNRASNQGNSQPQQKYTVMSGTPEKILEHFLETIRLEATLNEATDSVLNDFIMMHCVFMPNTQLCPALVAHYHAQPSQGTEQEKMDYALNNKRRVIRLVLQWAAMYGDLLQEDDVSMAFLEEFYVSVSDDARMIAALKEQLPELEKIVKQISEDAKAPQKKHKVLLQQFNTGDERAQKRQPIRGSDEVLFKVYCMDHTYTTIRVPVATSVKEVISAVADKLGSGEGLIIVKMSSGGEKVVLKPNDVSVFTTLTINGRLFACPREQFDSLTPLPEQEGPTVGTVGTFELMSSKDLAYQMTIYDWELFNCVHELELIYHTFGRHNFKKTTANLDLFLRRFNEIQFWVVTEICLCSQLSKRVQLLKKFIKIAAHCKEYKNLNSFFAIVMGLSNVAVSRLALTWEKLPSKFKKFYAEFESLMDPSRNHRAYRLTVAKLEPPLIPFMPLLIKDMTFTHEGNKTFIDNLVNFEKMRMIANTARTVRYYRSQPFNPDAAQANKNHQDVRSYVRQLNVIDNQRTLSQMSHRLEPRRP
Mm-Cpn inhibitor: Inhibitors of TCP-1 ring complex (TRiC) of Methanococcus maripaludis (MmCpn): qHTS; purified Mm-Cpn ATPase, ADP Transcreener TR-FRET; Potency, µM (top dose mostly 76.9 µM), for the others: at the highest dose activity, negative = inhibition, actives largely listed as inhibitors; 330,000 compounds, 0.031% hits; AID 504842, 2011; also: potency is read from the fitted curve at half-maximal effect; % is scaled to controls: 0 for no effect and ±100 for the full control effect; nearly all actives have a fitted effect of over 80% in size
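Quantitative HTS used 25 nM Mm-CPN and 10 uM ATP in magnesium/KCl Tris buffer, pH 7.4, with 1 mM DTT. Hydrolysis ran 30 min at 37°C; ADP was read by HTRF.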
A549 viability: Nrf2 qHTS screen for inhibitors: counterscreen for cytotoxicity; A549 ARE-Fluc cells, CellTiter-Fluor viability, 18-24 h; Potency, µM (doses to about 46 µM), inactives show top-dose activity change, negative = cytotoxicity, actives largely listed as inhibitors; 390,000 compounds, 0.16% hits; also: potency is read from the fitted curve at half-maximal effect; % is scaled to controls: 0 for no effect and ±100 for the full control effect
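A549 ARE_Fluc cells in 5% FBS OPTI-MEM were exposed to compounds in concentration-response for 18-24 h at 37 deg C. Viability was read by CellTiter-Fluor fluorescence (Ex 405/Em 525) after 30 min, before the luciferase read.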
Nrf2 inh: Nrf2 qHTS screen for inhibitors. A549 ARE-Fluc reporter, luciferase luminescence, 18-24 h. Potency, µM (doses to about 46 µM), for the others: at the top dose activity change, negative = inhibition, actives largely listed as inhibitors. 360,000 compounds, 2.1% hits. AID 504444, 2011; also: potency is read from the fitted curve at half-maximal effect; % is scaled to controls: 0 for no effect and ±100 for the full control effect; nearly all actives have a fitted effect of over 60% in size
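Quantitative HTS in A549 cells stably bearing an antioxidant response element-firefly luciferase construct. Inhibition of Nrf2-driven transcription was scored by luminescence after 18-24 h of compound exposure at 37 °C.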
EPAC2 ag: qHTS for Agonist of cAMP-regulated guanine nucleotide exchange factor 4 (EPAC2): primary screen | AID 720711, 2013 | Rap guanine nucleotide exchange factor 4 (Homo sapiens), Q8WZA2 | 360,000 compounds, 0.079% hits | Potency, µM (titrated, usually from 154 µM), inactives show at the top dose activation, most hits filed as activators | EPAC2 activation, biochemical qHTS; response scale: 100% = 6.5 mM cAMP response; also: potency is read from the fitted curve at half-maximal effect; nearly all actives have a fitted effect of over 50% in size
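Each well held 100 nM EPAC2, 250 nM RAP1B-BODIPY-GDP and 50 uM GDP. Fluorescence, read at 5-min intervals to 30 min, was referenced to a 6.5 mM cAMP positive control.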
Nrf2 ARE act: qHTS of Nrf2 Activators; AREc32 ARE-luciferase reporter (MCF7-derived line), luminescence, 24 h; Potency, µM (top dose mostly 46.1 µM), without a hit: at the highest dose activation, most hits filed as activators; 410,000 compounds, 0.31% hits; also: potency is read from the fitted curve at half-maximal effect; % of control where 0% means no effect; nearly all actives have a fitted effect of over 65% in size
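ARE-driven firefly luciferase activity in AREc32 cells measured after a 24 hr compound exposure at 37 deg C, using Steady-Glo reagent and a 30 min room-temperature hold.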
* marks the source's active call; other numbers are inactive results; ! = a repeat was not active; [ ] = dose if it differs, or a comment. Unless noted, calls follow the shape of the dose curve; as a rule, active = well fitted curve in the direction sought with a large enough effect; inconclusive = small, poorly fitted or top-dose-only effect, or another doubt; inactive = no such curve, though single readings can be large; an effect the other way counts as inactive or inconclusive. The list is partial; the hit share may differ from the screen's.

What do the screens show for `COCCC(=O)N1CCC(Oc2ccc(C(=O)N3CCC[C@H]3CO)cc2)CC1`?
Akt phos inh: inactive; TGFb SMAD3 inh: -5%; CCT modulator: 0.6; EPAC2 antag: 3%; Mm-Cpn inhibitor: 1%; A549 viability: 4%; Nrf2 inh: 21%; EPAC2 ag: -7%; Nrf2 ARE act: 0.0%

How did O=C1NC2(Nc3ccccc31)C(=O)Nc1ccccc12 (configuration not stated) do in these assays?
Akt phos inh: inactive; TGFb SMAD3 inh: 0%; CCT modulator: -2.2; EPAC2 antag: 2%; Mm-Cpn inhibitor: 2%; A549 viability: -3%; Nrf2 inh: 5%; EPAC2 ag: 8%; Nrf2 ARE act: 25%

Results for O=C(c1ccco1)N1CCN(Cc2csc(-c3ccccc3Cl)n2)CC1 ?
Akt phos inh: inactive; TGFb SMAD3 inh: -10%; CCT modulator: 1.2; EPAC2 antag: 9%; Mm-Cpn inhibitor: -1%; A549 viability: 3%; Nrf2 inh: 2%; EPAC2 ag: 4%; Nrf2 ARE act: 5.0%

What do the screens show for `O=C(COc1ccccc1)N1CCNC1=O`?
Akt phos inh: inactive; TGFb SMAD3 inh: -2%; CCT modulator: 1.2; EPAC2 antag: 18%; Mm-Cpn inhibitor: 1%; A549 viability: 0%; Nrf2 inh: 6%; EPAC2 ag: 1%; Nrf2 ARE act: 0.3%

Results for Cc1nc(N2CCCCC2C)c2c(C)c(C(=O)Nc3ccccc3C(F)(F)F)sc2n1 (configuration not stated) ?
Akt phos inh: inactive; TGFb SMAD3 inh: inconclusive; CCT modulator: 1.0; EPAC2 antag: -14%; Mm-Cpn inhibitor: -10%; A549 viability: inconclusive; Nrf2 inh: 3%; EPAC2 ag: 1%; Nrf2 ARE act: -0.2%

Results for COc1ccccc1OCC(=O)NCC1(N2CCOCC2)CCCCC1 ?
TGFb SMAD3 inh: 3%; A549 viability: 0%; Nrf2 inh: 8%; Nrf2 ARE act: -0.1%

How did CCC(=O)Nc1nc2ccccc2n1CCN1CCOCC1 do in these assays?
Akt phos inh: inactive; TGFb SMAD3 inh: -12%; CCT modulator: 2.5; EPAC2 antag: 8%; Mm-Cpn inhibitor: -6%; A549 viability: 5%; Nrf2 inh: 4%; EPAC2 ag: 0%; Nrf2 ARE act: -0.5%

How did FC(F)(F)c1ccc(CN2C[C@@H]3C(c4ccc(Cl)nc4)C4(c5cccnc5)CC3(C4)[C@H]2c2ccccc2)cc1 (some centres not stated) do in these assays?
Akt phos inh: inactive; TGFb SMAD3 inh: inconclusive; CCT modulator: -5.0; EPAC2 antag: 5%; Mm-Cpn inhibitor: -1%; A549 viability: inconclusive; Nrf2 inh: inconclusive; EPAC2 ag: 2%; Nrf2 ARE act: 0.3%

What do the screens show for `CC(=O)c1ncnn1CC(=O)c1ccc(Cl)cc1Cl`?
Akt phos inh: inactive; TGFb SMAD3 inh: -1%; CCT modulator: 1.6; EPAC2 antag: 15%; Mm-Cpn inhibitor: 0%; A549 viability: 11%; Nrf2 inh: inconclusive; EPAC2 ag: 8%; Nrf2 ARE act: 0.3%

Results for CN(C)c1ccc(C(CC(=O)O)C(=O)O)cc1 (configuration not stated) ?
Akt phos inh: inactive; TGFb SMAD3 inh: -8%; CCT modulator: 1.4; EPAC2 antag: -15%; Mm-Cpn inhibitor: -2%; A549 viability: 7%; Nrf2 inh: -15%; EPAC2 ag: 12%; Nrf2 ARE act: 4.5%

What do the screens show for `Cc1cc(C)cc(Oc2ccc(C(F)(F)F)cc2C#N)c1`?
Akt phos inh: inactive; TGFb SMAD3 inh: -9%; CCT modulator: 2.0; EPAC2 antag: -1%; Mm-Cpn inhibitor: -1%; A549 viability: 2%; EPAC2 ag: -1%; Nrf2 ARE act: -0.8%

What do the screens show for `CCc1cccc(C)c1NC(=O)C(c1ccccc1)N1CCC1=O` (configuration not stated)?
Akt phos inh: inactive; TGFb SMAD3 inh: -13%; CCT modulator: 2.1; EPAC2 antag: 18%; Mm-Cpn inhibitor: -1%; A549 viability: -1%; Nrf2 inh: 13%; EPAC2 ag: 0%; Nrf2 ARE act: -0.3%

The closing 2 entries of the section above open the next one.
What do the screens show for `Cc1cc(C)cc(Oc2ccc(C(F)(F)F)cc2C#N)c1`?
Akt phos inh: inactive; TGFb SMAD3 inh: -9%; CCT modulator: 2.0; EPAC2 antag: -1%; Mm-Cpn inhibitor: -1%; A549 viability: 2%; EPAC2 ag: -1%; Nrf2 ARE act: -0.8%

What do the screens show for `CCc1cccc(C)c1NC(=O)C(c1ccccc1)N1CCC1=O` (configuration not stated)?
Akt phos inh: inactive; TGFb SMAD3 inh: -13%; CCT modulator: 2.1; EPAC2 antag: 18%; Mm-Cpn inhibitor: -1%; A549 viability: -1%; Nrf2 inh: 13%; EPAC2 ag: 0%; Nrf2 ARE act: -0.3%

What do the screens show for `COc1ccc(CNC(=O)C(C#N)c2nc3ccccc3nc2N2CCN(C)CC2)cc1` (configuration not stated)?
Akt phos inh: inactive; TGFb SMAD3 inh: -6%; CCT modulator: -0.1; EPAC2 antag: -6%; Mm-Cpn inhibitor: 0%; A549 viability: -9%; Nrf2 inh: -13%; EPAC2 ag: -4%; Nrf2 ARE act: 0.2%

What do the screens show for `Fc1ccc(Nc2ncnc3sccc23)cc1`?
Akt phos inh: inactive; TGFb SMAD3 inh: -2%; CCT modulator: -0.6; EPAC2 antag: -1%; Mm-Cpn inhibitor: -1%; A549 viability: 13%; Nrf2 inh: -26%; EPAC2 ag: 3%; Nrf2 ARE act: 9.5%

Results for Cc1cc(NC(=O)CSCc2ccc([N+](=O)[O-])cc2)no1 ?
Akt phos inh: inactive; TGFb SMAD3 inh: 9%; CCT modulator: -0.2; EPAC2 antag: -2%; Mm-Cpn inhibitor: -1%; A549 viability: -3%; Nrf2 inh: -16%; EPAC2 ag: 9%; Nrf2 ARE act: 0.2%

Results for CCC(C)[C@H]1CNC(=S)N1CCC12CC3CC(CC(C3)C1)C2 (some centres not stated) ?
Akt phos inh: inactive; TGFb SMAD3 inh: 12%; CCT modulator: -1.6; EPAC2 antag: -4%; Mm-Cpn inhibitor: 2%; A549 viability: 8%; Nrf2 inh: 10%; EPAC2 ag: -14%; Nrf2 ARE act: -0.5%

How did O/N=C1\CCCc2oc3c(c21)CCCC3 do in these assays?
Akt phos inh: inactive; TGFb SMAD3 inh: -3%; CCT modulator: 0.0; EPAC2 antag: 6%; Mm-Cpn inhibitor: -2%; A549 viability: -3%; Nrf2 inh: -5%; EPAC2 ag: 4%; Nrf2 ARE act: 0.2%

How did CCN(CC)C(=O)CSc1nc(C)cc(-c2cccs2)c1C#N do in these assays?
Akt phos inh: inactive; TGFb SMAD3 inh: -1%; CCT modulator: -34*; EPAC2 antag: -1%; Mm-Cpn inhibitor: 1%; A549 viability: -1%; Nrf2 inh: 0%; EPAC2 ag: 13%; Nrf2 ARE act: 22%

What do the screens show for `CCOC(=O)N1CCN(Cc2c(O)ccc3ccccc23)CC1`?
Akt phos inh: inactive; TGFb SMAD3 inh: -8%; CCT modulator: 0.4; EPAC2 antag: 1%; Mm-Cpn inhibitor: 3%; A549 viability: 0%; Nrf2 inh: 6%; EPAC2 ag: 10%; Nrf2 ARE act: 17%

What do the screens show for `C/C(=N\NC(=O)CSCc1cccc(Br)c1)c1ccc([N+](=O)[O-])cc1`?
Akt phos inh: inactive; TGFb SMAD3 inh: -8%; CCT modulator: -0.7; EPAC2 antag: -3%; Mm-Cpn inhibitor: 0%; A549 viability: 0%; Nrf2 inh: -13%; EPAC2 ag: 3%; Nrf2 ARE act: 0.3%

What do the screens show for `COCCn1c(=O)[nH]c2cc(C(=O)NCc3ccccc3)ccc2c1=O`?
Akt phos inh: inactive; TGFb SMAD3 inh: 0%; CCT modulator: -0.3; EPAC2 antag: -3%; Mm-Cpn inhibitor: -3%; A549 viability: -14%; Nrf2 inh: inconclusive; EPAC2 ag: 3%; Nrf2 ARE act: -0.2%

How did CN(C)c1ccc(/C=C/c2nc3ccccc3s2)cc1 do in these assays?
Akt phos inh: inactive; TGFb SMAD3 inh: 13µM*!; CCT modulator: -0.8; EPAC2 antag: 2%; Mm-Cpn inhibitor: 0%; A549 viability: -4%; Nrf2 inh: inconclusive; EPAC2 ag: 10%; Nrf2 ARE act: -2.7%

What do the screens show for `COc1cc(N2CCCC2)c(OC)cc1/C=C(/C#N)c1ccc(F)cc1`?
Akt phos inh: inactive; TGFb SMAD3 inh: 75%[activator]; CCT modulator: -3.0; EPAC2 antag: 6%; Mm-Cpn inhibitor: -5%; A549 viability: -15%; Nrf2 inh: -27%; EPAC2 ag: 18%; Nrf2 ARE act: 2.3%

What do the screens show for `COc1cc(C2NC(=O)NC(c3ccccc3)=C2C(C)=O)cc(Cl)c1OCC(=O)O` (configuration not stated)?
Akt phos inh: inactive; TGFb SMAD3 inh: inconclusive; CCT modulator: -3.8; EPAC2 antag: -15%; Mm-Cpn inhibitor: -6%; A549 viability: -7%; Nrf2 inh: 1%; EPAC2 ag: 9%; Nrf2 ARE act: -1.1%

Results for N/C(=N\OC(=O)CCCc1ccccc1)c1cccc([N+](=O)[O-])c1 ?
Akt phos inh: inactive; TGFb SMAD3 inh: 7%; CCT modulator: -2.1; EPAC2 antag: -5%; Mm-Cpn inhibitor: -5%; A549 viability: 9%; Nrf2 inh: 14%; EPAC2 ag: 3%; Nrf2 ARE act: 0.9%

Assay outcomes as filed in PubChem BioAssay.
